Bioassay records: PubChem, National Center for Advancing Translational Sciences (NCATS)
EPAC2 agonist: agonists of human EPAC2 (RAPGEF4); Q8WZA2; EPAC2 activation, biochemical qHTS; response scale: 100% = 6.5 mM cAMP response; Potency, µM (titrated, usually from 154 µM), inactives show at the top dose activation, hits mostly activators; 0.079% of 360,000 active; note: potency is the fitted concentration of half-maximal effect; nearly all actives have a fitted effect of over 50% in size
Target sequence (Q8WZA2 whole entry, looked up): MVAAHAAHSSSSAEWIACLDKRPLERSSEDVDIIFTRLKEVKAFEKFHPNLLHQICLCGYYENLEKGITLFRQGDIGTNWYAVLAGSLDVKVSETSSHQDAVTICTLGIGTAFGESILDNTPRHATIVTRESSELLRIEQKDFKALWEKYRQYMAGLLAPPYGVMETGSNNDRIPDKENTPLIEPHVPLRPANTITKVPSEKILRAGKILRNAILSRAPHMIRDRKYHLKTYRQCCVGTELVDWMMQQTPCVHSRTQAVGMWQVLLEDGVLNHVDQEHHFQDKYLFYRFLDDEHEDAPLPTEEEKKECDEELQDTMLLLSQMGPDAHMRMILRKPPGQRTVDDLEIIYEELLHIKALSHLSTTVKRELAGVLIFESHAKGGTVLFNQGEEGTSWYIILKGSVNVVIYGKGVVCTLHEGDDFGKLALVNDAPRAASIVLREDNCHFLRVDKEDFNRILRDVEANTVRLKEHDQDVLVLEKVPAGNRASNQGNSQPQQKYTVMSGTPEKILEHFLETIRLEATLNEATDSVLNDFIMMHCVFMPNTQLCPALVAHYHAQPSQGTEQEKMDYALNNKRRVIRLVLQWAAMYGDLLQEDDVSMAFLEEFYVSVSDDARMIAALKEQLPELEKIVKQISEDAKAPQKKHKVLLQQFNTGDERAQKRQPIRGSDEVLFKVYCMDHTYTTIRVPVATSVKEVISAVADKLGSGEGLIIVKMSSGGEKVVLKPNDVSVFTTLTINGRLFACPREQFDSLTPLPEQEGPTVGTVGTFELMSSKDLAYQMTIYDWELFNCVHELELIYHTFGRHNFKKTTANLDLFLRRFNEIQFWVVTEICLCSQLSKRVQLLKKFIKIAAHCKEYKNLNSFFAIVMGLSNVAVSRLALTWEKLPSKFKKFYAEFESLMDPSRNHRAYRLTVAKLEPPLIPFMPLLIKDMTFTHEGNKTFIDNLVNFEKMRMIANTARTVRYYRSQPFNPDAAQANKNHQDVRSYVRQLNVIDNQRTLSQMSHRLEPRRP
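Compounds were added across a concentration range to EPAC2 (100 nM), RAP1B-BODIPY-GDP (250 nM) and GDP (50 uM). After 5 min at room temperature, fluorescence was recorded at 5-min intervals for 30 min.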
HepG2 tox: counter-screen for TGF-b inhibitors: cytotoxicity in HepG2 cells; 0.76% of 410,000 active; Potency, µM (highest dose often 46.1 µM), without a hit: at the top dose activity change, negative = cytotoxicity, hits mostly cytotoxic; HepG2 CAGA-GFP viability, ATP luminescence, 18 h; note: potency is the fitted concentration of half-maximal effect; some results filed as inactive show a strong effect at the top dose
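HepG2 CAGA-GFP cells (1000/well, DMEM with 1% FBS) received compound, then TGF-beta at 500 pg/mL final, and were incubated 18 hours at 37 degrees C. Viability was read by CellTiter-Glo luminescence. Media-only wells were set as complete cell-killing and DMSO as no toxicity.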
TGFb SMAD3 inh: blocks TGF-b signaling. HepG2 CAGA-GFP TGF-b/SMAD3 reporter, GFP fluorescence, 18 h; TGF-beta stimulated, 500 pg/mL final. Potency, µM (series often up to 46.1 µM), for inactives: top-dose activity, negative = inhibition, usual class: inhibitors. 1.2% of 410,000 active. AID 588855; note: potency is the fitted concentration of half-maximal effect; % is set by controls: 0 for no effect and ±100 for the full control effect; nearly all actives have a fitted effect of over 65% in size
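HEPG2 CAGA-GFP reporter cells (1000/well, DMEM with 1% FBS) received compounds, then recombinant TGF-beta at 500 pg/mL final for 18 hours at 37 degrees C. Per-cell GFP summed per well was normalised to unstimulated and stimulated DMSO controls before curve fitting.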
IL-2 act: activators of IL-2 | activation, % (series mostly up to about 46 µM) | 0.065% of 360,000 active | IL-2 activation reporter assay, cell-based qHTS; stimulated with anti-CD3/CD4/CD28 beads; in transgenic mouse T cells | AID 652025; in the data active = activation above about 50%; inconclusive = mostly about 30% to 49%; note: 0% is about no effect
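Using fluorescent plate cytometry, EGFP and DsRed are detected in transgenic mouse T cells stimulated 18 h at 37 degrees C with antibody-coated beads after 60 min compound pretreatment.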
Nrf2 inh: Nrf2 pathway inhibition; A549 ARE-Fluc reporter, luciferase luminescence, 18-24 h; Potency, µM (highest dose often 46 µM), inactives show at the top dose activity change, negative = inhibition, usual class: inhibitors; 2.1% of 360,000 active; AID 504444; note: potency is the fitted concentration of half-maximal effect; % is set by controls: 0 for no effect and ±100 for the full control effect; nearly all actives have a fitted effect of over 60% in size
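Nrf2 function is reported as luminescence of an ARE-controlled luciferase in A549 cells. Compounds were tested at several concentrations, and a CellTiter-Fluor read on the same wells flagged cytotoxicity.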
Nrf2 ARE act: activators of Nrf2 (ARE) signaling. AREc32 ARE-luciferase reporter (MCF7-derived line), luminescence, 24 h. Potency, µM (doses to about 46.1 µM), for inactives: at the highest dose activation, hits mostly activators. 0.31% of 410,000 active; note: potency is the fitted concentration of half-maximal effect; % of control where 0% means no effect; nearly all actives have a fitted effect of over 65% in size
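Quantitative high-throughput format: AREc32 reporter cells, 1000 per well, received compound by pin transfer and were incubated 24 hr at 37 deg C, 5% CO2, before Steady-Glo luminescence detection.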
ATXN2 expr inh: inhibitors of ATXN2 expression. HEK-293 ATXN2-luciferase reporter, luminescence, 24 h. Potency, µM (highest dose often 57 µM), without a hit: at the highest dose activity change, negative = inhibition, usual class: inhibitors. 0.72% of 360,000 active; note: potency is the fitted concentration of half-maximal effect; % is set by controls: 0 for no effect and ±100 for the full control effect; nearly all actives have a fitted effect of over 55% in size
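ATXN2-luciferase reporter cells (luciferase flanked by upstream and downstream ATXN2 gene portions) were treated 24 h at 37 °C with compounds at up to 57 uM. SteadyGlo luminescence gave expression; GF-AFC fluorescence gave viability.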
A549 tox: A549 cytotoxicity, counter-screen for Nrf2 inhibitors | A549 ARE-Fluc cells, CellTiter-Fluor viability, 18-24 h | Potency, µM (titrated, usually from 46 µM), without a hit: at the top dose activity change, negative = cytotoxicity, hits mostly inhibitors | 0.16% of 390,000 active | AID 504648; note: potency is the fitted concentration of half-maximal effect; % is set by controls: 0 for no effect and ±100 for the full control effect
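A549 ARE-Fluc cells in 5% FBS OPTI-MEM, 5000 cells/well, rested 2 h then exposed to compounds in concentration-response for 18-24 h at 37 °C. Viability by CellTiter-Fluor fluorescence (Ex 405/Em 525) after 30 min; luciferase luminescence (BugLite, 15 min, RT) read afterwards.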
ATXN viability: reduces viability in counter-screen for ATXN expression inhibitors. 0.49% of 400,000 active. Potency, µM (highest dose often 56.7 µM), hits mostly cytotoxic. S2 cells (HEK-293 line with an ATXN2-luciferase reporter) viability, CellTiter-Fluor protease fluorescence, 24 h; note: potency is the fitted concentration of half-maximal effect; nearly all actives have a fitted effect of over 40% in size
The depositor's hits bear a star; i = inactive; ? = inconclusive; nt = no result given; & = joins results of further samples; [ ] = remark or other dose. Unless noted, calls come from the whole dose curve; as a rule, active = well fitted curve in the direction sought with a large enough effect; inconclusive = small, poorly fitted or top-dose-only effect, or another doubt; inactive = no such curve, though single readings can be large; an effect the other way counts as inactive or inconclusive.

1	COc1cccc(C(=O)OC(C)C(=O)NCC2CCCCC2)c1 (stereo not given)
2	CCCCNc1c(-c2ccc(F)cc2)nc2nc(C)cc(C)n12
3	Cc1sc2nc(CN(CCc3ccccc3)C(=O)c3ccco3)[nH]c(=O)c2c1C
4	NC(=O)CSc1n[nH]c(-c2ccco2)n1
5	O=C(CC1C(=O)NC2CCCCC2N1C(=O)c1ccc(F)cc1)Nc1ccccc1 (stereo not given)
Screen / compound no.	1	2	3	4	5
EPAC2 agonist	1%	11%	-6%	8%	7%
HepG2 tox	2%	nt	11%	19%	4%
TGFb SMAD3 inh	-7%	nt	-4%	18%	2%
IL-2 act	-0.1	0.2	-2.2	1.5	-1.9
Nrf2 inh	-6%	nt	5%	-18%	11%
Nrf2 ARE act	-0.3%	10%	-0.1%	-0.7%	0.3%
ATXN2 expr inh	6%	-2%	-1%	2%	0%
A549 tox	-5%	nt	-1%	0%	5%
ATXN viability	i	?	i	i	i

6	COc1ccc(CCN(Cc2cc3cccc(C)c3[nH]c2=O)C(=O)NC2CCCCC2)cc1OC
7	O=C(CSc1nnc(-c2ccncc2)n1-c1ccccc1)NCC1CCCO1 (stereo not given)
8	Cc1cc(S(=O)(=O)NCc2ccccc2)ccc1OCC(=O)NCc1cccnc1
9	C/C(Cl)=C/Cc1c(C)[nH]c2ccc(C)cc2c1=O
10	Cn1c(NCCc2ccncc2)nc2cc(-c3ccccc3)sc2c1=O
Screen / compound no.	6	7	8	9	10
EPAC2 agonist	4%	3%	5%	6%	3%
HepG2 tox	-17%	12%	14%	0%	-8%
TGFb SMAD3 inh	-18%	-3%	3%	9%	-6%
IL-2 act	0.5	-0.2	0.3	0.1	-0.7
Nrf2 inh	-29%	7%	-2%	?	nt
Nrf2 ARE act	-0.5%	-0.1%	0.0%	2.1%	6.7%
ATXN2 expr inh	-14%	9%	-12%	31%	-14%
A549 tox	-11%	-2%	1%	-10%	nt
ATXN viability	?	i	i	i	i

Shown field by field: part of the list above
1) COc1cccc(C(=O)OC(C)C(=O)NCC2CCCCC2)c1 (stereo not given)
  EPAC2 agonist = 1%; HepG2 tox = 2%; TGFb SMAD3 inh = -7%; IL-2 act = -0.1; Nrf2 inh = -6%; Nrf2 ARE act = -0.3%; ATXN2 expr inh = 6%; A549 tox = -5%; ATXN viability = i

2) CCCCNc1c(-c2ccc(F)cc2)nc2nc(C)cc(C)n12
  EPAC2 agonist = 11%; HepG2 tox = nt; TGFb SMAD3 inh = nt; IL-2 act = 0.2; Nrf2 inh = nt; Nrf2 ARE act = 10%; ATXN2 expr inh = -2%; A549 tox = nt; ATXN viability = ?

3) Cc1sc2nc(CN(CCc3ccccc3)C(=O)c3ccco3)[nH]c(=O)c2c1C
  EPAC2 agonist = -6%; HepG2 tox = 11%; TGFb SMAD3 inh = -4%; IL-2 act = -2.2; Nrf2 inh = 5%; Nrf2 ARE act = -0.1%; ATXN2 expr inh = -1%; A549 tox = -1%; ATXN viability = i

4) NC(=O)CSc1n[nH]c(-c2ccco2)n1
  EPAC2 agonist = 8%; HepG2 tox = 19%; TGFb SMAD3 inh = 18%; IL-2 act = 1.5; Nrf2 inh = -18%; Nrf2 ARE act = -0.7%; ATXN2 expr inh = 2%; A549 tox = 0%; ATXN viability = i

Other results follow:
11	CCOC(=O)c1cc(CC)sc1NC(=O)c1cc([N+](=O)[O-])ccc1N1CCOCC1
12	CC/C(C)=N/Nc1nc2c(c(=O)[nH]c(=O)n2C)n1Cc1ccccc1
13	COc1ccc(C(=O)[C@H]2[C@H]3C(=O)N(c4ccc(OC(C)=O)cc4)C(=O)[C@H]3C3C=CC=NN32)cc1 (stereo not given in full)
14	CCOC(=O)N1CCc2c(sc(NCc3ccc(OCC)cc3)c2C(=O)Nc2ccc(OC)cc2OC)C1
15	O=C(O)c1cccc(NC(=S)N/N=C/c2ccccc2OCc2cccc(Br)c2)c1
Screen / compound no.	11	12	13	14	15
EPAC2 agonist	-1%	10%	14%	nt	-1%
HepG2 tox	-6%	15%	-39%	2%	-3%
TGFb SMAD3 inh	-2%	-1%	0%	?	?
IL-2 act	-0.2	-2.9	1.0	nt	-7.3
Nrf2 inh	-21%	?	9%	nt	-20%
Nrf2 ARE act	0.2%	2.3%	3.7%	-0.4%	4.3%
ATXN2 expr inh	-15%	7%	-13%	13µM*	4%
A549 tox	-15%	7%	2%	-1%	1%
ATXN viability	i	i	i	i	?

16	Oc1c(N=NC(=S)Nc2ccccc2F)c2ccccc2n1Cc1ccccc1Cl
17	CC(C)(C)n1nnnc1C(c1ccccc1)N1CCN(C/C=C/c2ccccc2)CC1 (stereo not given)
18	Cc1ccc(C(=O)C[n+]2cc(-c3ccc(C)cc3)n3c2CCCCC3)cc1
19	COc1ccc(/C=C/C(=O)Nc2ccc(Cl)cc2Cl)cc1
20	CCC1(C)Cc2ccccc2-c2nc(NCCCO)n(C)c(=O)c21 (stereo not given)
Screen / compound no.	16	17	18	19	20
EPAC2 agonist	10%	12%	-20%	nt	2%
HepG2 tox	-19%	-15%	-11%	-39%	-14%
TGFb SMAD3 inh	-11%	-9%	?	1%	-30%
IL-2 act	-0.4	-0.8	-0.7	nt	0.5
Nrf2 inh	?	nt	?	-1%	-16%
Nrf2 ARE act	0.0%	0.2%	2.1%	7.9%	3.4%
ATXN2 expr inh	-30%	-14%	?	2%	-24%
A549 tox	?	nt	-3%	2%	0%
ATXN viability	?	?	?	?	i

21	O=C(O)CSc1ccccn1
22	CCOC(=O)c1nnn2c1nc(N1CCOCC1)c1ccccc12
23	CC(=O)Nc1ccc(NC(=O)c2c([N+](=O)[O-])cnn2C)cc1
24	COC(=O)[C@@H](NC(=O)N(C1CCCCC1)C1CCCCC1)C(C)C
25	CSc1nc2c(sc3ccccc32)c(=O)n1Cc1ccc(C)cc1
Screen / compound no.	21	22	23	24	25
EPAC2 agonist	-6%	-5%	3%	-2%	nt
HepG2 tox	2%	3%	1%	-3%	-3%
TGFb SMAD3 inh	-9%	-9%	7%	-24%	0%
IL-2 act	-3.0	-0.5	0.5	-3.8	nt
Nrf2 inh	nt	-6%	1%	nt	nt
Nrf2 ARE act	0.1%	0.0%	-0.7%[9.22 µM]	-0.5%	0.5%
ATXN2 expr inh	1%	?	-10%	-13%	9%
A549 tox	0%	-2%	-1%	24%	2%
ATXN viability	i	i	i	i	i

26	C/C(CCc1ccc2c(c1)OCO2)=N\N=C1\NC(=O)CC(C(=O)Nc2ccc(Cl)cc2)S1 (stereo not given)
27	OCC1CCN(Cc2cn(Cc3ccccc3)nc2-c2cc3ccccc3o2)CC1
28	Cc1nn(C)c(C(=O)N/N=C/c2ccc(Br)cc2)c1Cl
29	CCOC(=O)c1ccccc1NC(=O)CN1C(=O)CCS(=O)(=O)c2ccccc21
30	COc1cc(OC)c(OC)cc1CNCCSc1nnnn1-c1ccccc1
Screen / compound no.	26	27	28	29	30
EPAC2 agonist	21%	-3%	-3%	-5%	nt
HepG2 tox	-26%	6%	-15%	0%	-14%
TGFb SMAD3 inh	5%	4%	-3%	-5%	-14%
IL-2 act	-3.6	4.0	-1.0	-0.7	nt
Nrf2 inh	-6%	6%	-11%	-7%	15%
Nrf2 ARE act	-0.6%	5.5%	-0.6%	-0.2%	4.1%
ATXN2 expr inh	0%	-7%	2%	7%	2%
A549 tox	7%	7%	-4%	-6%	8%
ATXN viability	i	i	i	i	i

31	CC(C)(C)c1nc(SCC(=O)NC2CCCC2)c2ccccc2n1
32	NS(=O)(=O)c1ccc(CNC(=O)c2cc(=O)c3ccccc3o2)cc1
33	CC(=O)Nc1ccc(NC(=O)c2ccc(C)c(S(=O)(=O)Nc3cccc(C)c3)c2)cc1
34	C[C@H](NC(=O)[C@@H]1CCCN1C(=O)OC(C)(C)C)c1ccccc1
35	O=C(Nc1cc(Cl)cc(Cl)c1)C1CCC(=O)N1Cc1ccccc1Cl (stereo not given)
Screen / compound no.	31	32	33	34	35
EPAC2 agonist	-2%	6%	1%	3%	-3%
HepG2 tox	-50%	-26%	0%	nt	-46%
TGFb SMAD3 inh	?	-3%	-20%	nt	-8%
IL-2 act	-3.3	-0.1	-2.6	-1.1	-3.1
Nrf2 inh	2%	-23%	?	nt	?
Nrf2 ARE act	26%	-0.4%	-1.1%[9.22 µM]	-1.3%	0.3%
ATXN2 expr inh	2%	1%	-9%	5%	-23%
A549 tox	2%	-1%	0%	nt	-12%
ATXN viability	i	i	i	i	i

36	COc1cc(S(=O)(=O)Nc2ccc3cn[nH]c3c2)ccc1Cl
37	COc1cc(/C=C(\C#N)C(=O)NCc2cccs2)ccc1O
38	CO[C@@]1(NC(=O)Cc2cccs2)C(=O)N2C(C(=O)O)=C(COC(N)=O)CS[C@@H]21
39	COc1ccc(N2CCN(C(=O)c3cc(=O)c4ccc(C)cc4o3)CC2)cc1
40	Nc1nonc1N1CCCCC1
41	CC(=O)Nc1ccc(NC(=O)CSc2nnc(-c3ccco3)n2Cc2ccco2)cc1
42	CC1CCN(c2ccc(S(=O)(=O)N3CCC(C)CC3)cc2N)CC1
Screen / compound no.	36	37	38	39	40	41	42
EPAC2 agonist	10%	6%	9%	4%	4%	7%	5%
HepG2 tox	-28%	5%	-21%	-7%	8%	-27%	-25%
TGFb SMAD3 inh	-9%	14%	-6%	-8%	0%	-30%	?
IL-2 act	-0.7	0.5	1.1	2.2	-1.9	-0.2	0.2
Nrf2 inh	?	?	19%	3%	-2%	-17%	-30%
Nrf2 ARE act	3.4%	6.1%	-0.1%	-0.7%	-0.4%	4.9%	0.4%
ATXN2 expr inh	4%	18%	-5%&2%	nt	8%	15%	-10%
A549 tox	-6%	5%	2%	-5%	-1%	-1%	-3%
ATXN viability	i	i	i	i	?	i	i
